Screens: PubChem, several laboratories
HTRA1 inh: HTRA1 serine protease inhibitors, primary screen, biochemical, fluorescence polarization, HTS; Q92743; recombinant HTRA1, FP-rhodamine activity-based probe; inhibition, % at 5.96 µM; AID 504803, 2011; 340,000 compounds, 0.5% hits; in the data active = inhibition above about 36%;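 also: 0% = enzyme with DMSO and 100% = wells lacking enzyme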
ARFGAP1 inhibitor: inhibitors of rat ARFGAP1 GAP activity, primary screen, biochemical, fluorescence polarization, GDP tracer. ADP-ribosylation factor GTPase-activating protein 1 (Rattus norvegicus), Q62848. Arfgap1-stimulated ARF1 GTP hydrolysis, GDP FP detection. inhibition, % at 16.5 µM. 360,000 compounds, 0.26% hits;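 active = inhibition above a per-plate limit, mean inhibition of low control wells plus 3 SD, cut at about 25% in these data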;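 also: 0% = DMSO wells with enzyme and 100% = wells lacking Arfgap1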
Target sequence (Q62848 1-136 limits assumed): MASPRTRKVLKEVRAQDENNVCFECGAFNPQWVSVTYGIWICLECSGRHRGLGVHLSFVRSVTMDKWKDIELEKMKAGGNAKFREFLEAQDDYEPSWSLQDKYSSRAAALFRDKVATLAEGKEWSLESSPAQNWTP
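Assay system: purified rat His6-Arfgap1 residues 1-136 (GAP domain); Reagent: human Δ17 ARF1 bound to GTP; Dosing: 16.5 µM single point, 1.26% DMSO; Times: GTP hydrolysis reaction 2 h at 25 °C; Signal: FP, GDP Alexa 633 tracer displaced from anti-GDP antibody, 620/688 nm; Measure: % inhibition from polarization.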
SMARCA2 act: SMARCA2 (BRM) function activators, primary screen, cell-based, luminescence, high throughput | activation, % at 9.1 µM | AID 652017, 2013 | MG213 cells, MMTV-luciferase reporter, dexamethasone, overnight | 370,000 compounds, 1% hits; in the data active = activation above about 7.8%;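 also: 0% = vehicle wells and 100% = reference activator wells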
rCAG binder: binders of r(CAG) RNA repeats, primary screen, biochemical, fluorescence | r(CAG) RNA repeat, TO-PRO-1 dye displacement fluorescence | 370,000 compounds, 1.3% hits | inhibition, % at 3 µM | AID 651821, 2012;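 active = inhibition above the plate cutoff, the mean of all test compounds on that plate plus 3 SD, cut at about 35% in these data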;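 also: 0% = DMSO alone and 100% = 100 µM mitoxantrone as full dye displacement; higher means more dye released from RNA so lower well fluorescence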
NR1D1 modulator: modulators of Rev-erb alpha DNA binding, primary screen, biochemical, FITC-DNA, fluorescence polarization, uHTS | 370,000 compounds, 0.79% hits | Nuclear receptor subfamily 1 group D member 1 (Homo sapiens), P20393 | AID 1259318, 2017 | activity, % at 10 µM | Rev-erbα–FITC-DNA binding, 90 min;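 active = activity above about 14%, limit read from the data; passing the limit was not always enough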;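 also: 0% = DMSO wells with 35 nM protein and 100% = DMSO wells with 750 nM protein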
Target sequence (P20393 whole entry, looked up): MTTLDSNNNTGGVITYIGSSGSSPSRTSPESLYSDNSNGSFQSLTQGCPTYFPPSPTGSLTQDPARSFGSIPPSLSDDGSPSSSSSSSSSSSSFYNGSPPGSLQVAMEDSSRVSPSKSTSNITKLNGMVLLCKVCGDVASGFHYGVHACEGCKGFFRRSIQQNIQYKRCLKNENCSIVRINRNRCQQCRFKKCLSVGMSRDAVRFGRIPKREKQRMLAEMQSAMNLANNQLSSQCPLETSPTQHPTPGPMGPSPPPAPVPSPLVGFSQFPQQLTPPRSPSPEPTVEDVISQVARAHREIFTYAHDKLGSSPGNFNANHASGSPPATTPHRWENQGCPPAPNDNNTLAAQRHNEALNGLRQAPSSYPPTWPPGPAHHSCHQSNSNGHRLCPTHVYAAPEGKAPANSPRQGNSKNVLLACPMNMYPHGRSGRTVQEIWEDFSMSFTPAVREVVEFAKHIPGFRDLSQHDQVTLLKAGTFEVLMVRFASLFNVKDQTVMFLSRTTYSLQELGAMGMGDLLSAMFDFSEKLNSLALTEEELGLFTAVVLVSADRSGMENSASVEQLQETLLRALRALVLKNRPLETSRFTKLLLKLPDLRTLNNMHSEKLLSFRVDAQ
mABHD4 FP: ABHD4 inhibitors, primary screen, biochemical, fluorescence polarization, mouse; (Lyso)-N-acylphosphatidylethanolamine lipase (Mus musculus), Q8VD66; purified mABHD4, FP-Rh probe fluorescence polarization; inhibition, % at 8.92 µM; 370,000 compounds, 0.54% hits; AID 720543, 2013;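 active = inhibition exceeding the mean over every tested compound plus 3 SD, cut at about 30% in these data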;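 also: 0% = plate median of compound wells and 100% = S159A mutant with DMSO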
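Assay system: mouse ABHD4 enzyme, wild type / Also added: fluorescent activity-based probe FP-Rh / Doses: single nominal dose of 8.92 µM, 0.89% DMSO final / Timing: 45 min compound pre-incubation plus 60 min probe step, 25 °C / Signal: FP readout, ex 525 nm / em 598 nm / Control set: S159A mutant/DMSO as 100%, compound-well median as 0%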
PG9 binder: binders of HIV-1 gp120 antibody PG9, primary screen, biochemical, TR-FRET; inhibition, % at 6.7 µM; 360,000 compounds, 0.43% hits; HIV-1 gp120 / PG9 antibody interaction; TR-FRET gp120-PG9 antibody binding; in the data active = inhibition above about 8.5%
NPR1 activator: GC-A stimulated cGMP production enhancers – HEK293 GC-A cells, cGMP TR-FRET, EC30 ANP, primary screen; Atrial natriuretic peptide receptor 1 (Homo sapiens), P16066; 0% at EC30 ANP, 100% saturating ANP; activation, % at 10 µM; 370,000 compounds, 0.14% hits; in the data active = activation above about 40%
NPR2 activator: human GC-B receptor activators, primary screen, HEK293 GC-B cells, cGMP TR-FRET, EC30 CNP; Atrial natriuretic peptide receptor 2 (Homo sapiens), P20594; 0% at EC30 CNP, 100% saturating CNP; 370,000 compounds, 0.11% hits; AID 1920062, 2024; activation, % at 10 µM;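 active = activation at 10 µM reaching about 35% in either raw or pattern-adjusted values, limit read from the data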
ASAP1 inh: inhibitors of human ASAP1 ArfGAP activity, primary screen, biochemical, fluorescence polarization. inhibition, % at 16.5 µM. 360,000 compounds, 0.19% hits. ASAP1-stimulated ARF1 GTP hydrolysis, GDP FP detection; in the data active = inhibition above about 25%;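 also: 0% = vehicle with enzyme and substrate and 100% = no enzyme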
* marks the source's active call; other numbers are inactive results; . = no result given. Hits appear at their usual frequency. Share with any hit: about 4.4%.

SMILES	HTRA1 inh	ARFGAP1 inhibitor	SMARCA2 act	rCAG binder	NR1D1 modulator	mABHD4 FP	PG9 binder	NPR1 activator	NPR2 activator	ASAP1 inh
Nc1nnnn1/N=C/c1ccccc1	2	10	-2	-1	0	0	-0.8	5	5	-5
O=C(CSc1nnc(COc2ccccc2)o1)NCCc1ccccc1	1	8	2	-5	-2	4	0.9	-1	4	9
O=S(=O)(c1cccnc1)N1CCn2cccc2C1c1ccccc1F (stereo unspecified)	77*	7	-2	-4	0	3	-1.5	2	2	-12
CC(NC(=O)CN1C(=O)NC2(CCCCCC2)C1=O)c1ccccc1 (stereo unspecified)	-6	4	0	0	1	-2	-1.2	0	5	15
CCCn1c2c(c(O)c(C(=O)Nc3nccs3)c1=O)CCCC2	0	-7	-2	4	0	2	0.0	-1	-5	-1
O=C(Nc1ccc2c(c1)OCCO2)N1CCOCC1	-4	-3	9.7*	-3	2	1	-0.7	6	0	-18
COC(=O)c1cc2c(=O)c3ccccc3oc2nc1/C=C/N(C)C	-20	5	-1	25	0	-5	-4.7	3	-7	2
CSc1ccc(CN2CCN(CCC(C)C)C(CCO)C2)cc1 (stereo unspecified)	5	2	0	-10	-2	-2	-3.5	2	-2	7
CC(=O)Nc1c(C(=O)O)[nH]c2ccccc12	16	-13	1	0	8	0	-2.4	0	6	-11
CCC(C)(NC(=O)Cc1c[nH]c2ccccc12)C(=O)NC1CCCCC1 (stereo unspecified)	0	0	6	-4	-5	-3	-2.4	-1	2	5
C=CCSc1nc2sc3c(c2c(=O)[nH]1)CC(C)(CC)OC3 (stereo unspecified)	-1	6	-1	3	4	1	-1.1	2	1	-3
CC1CCCC(C)N1C(=O)COC(=O)/C=C/c1ccc(Br)o1 (stereo unspecified)	5	0	-1	5	-29	5	1.2	1	-2	15
CN(Cc1ccccc1)C(=O)c1ccccc1N(C)S(=O)(=O)c1ccccc1	-1	0	-2	-8	-3	1	0.0	0	0	-5
CN(Cc1ccccc1F)c1ccc(S(=O)(=O)N2CCCC2)cn1	-2	-7	-3	-5	13	-2	0.4	4	4	-9
O=C1NC(=S)NC1=Cc1ccc2c(c1)CCC2	-6	-4	-1	2	5	-5	-4.9	-5	-4	16
O=C1c2ccccc2C(=O)N1c1cccc2cccnc12	-1	4	4	-3	-3	19	1.8	0	3	-2
C=C1C(=O)O[C@@H]2[C@H]3O[C@]3(C)CC/C=C(\C)CC[C@@H]12	-1	1	0	5	-2	-5	-0.7	5	3	-14
Cc1ccccc1NC(=S)N(Cc1cccs1)C1CCCCC1	6	-1	0	-2	-1	-5	0.9	-5	-4	11
COc1ccc(/C(N)=N/OC(=O)C2CCCCC2)cc1OC	-8	7	1	-5	3	3	-1.7	4	-4	6
Cc1ccc(N2C(=O)c3ccc(C(=O)N4CCN(c5ccc(C)c(C)c5)CC4)cc3C2=O)cc1	-2	9	-1	2	-10	1	-0.5	-3	1	-9
CCOC(=O)c1csc(NC(=O)Nc2cccc(OC)c2)n1	.	10	0	61*	-8	-1	-0.5	2	-4	13
O=C(c1ccccc1)N1N=C(c2ccc(F)cc2)CC1c1ccc(F)cc1 (stereo unspecified)	2	13	-1	1	-3	-12	-0.5	2	0	2
CN(C)c1ccnc2sc3c(=O)n(-c4ccccc4)cnc3c12	-6	-4	-3	-2	3	-7	-0.1	-1	-1	-12
Cc1sc2nc(COC(=O)c3cccc(OC(F)F)c3)[nH]c(=O)c2c1C	-2	-1	-2	3	7	1	0.1	-2	0	1
c1ccc(-c2nc3c(ccc4ccccc43)[nH]2)nc1	36	6	7	3	13	7	1.9	9	6	3
COc1ccc(CNC(=O)c2c(C)cc(=O)oc2C)cc1	3	9	-1	3	10	-6	0.2	-1	4	0
COc1cccc(S(=O)(=O)NCc2ccc(C(=O)N3CCN(Cc4ccccc4)CC3)cc2)c1	1	-3	-3	-8	3	0	-2.2	0	-1	-4
NC(=S)N/N=C1\CCOc2ccc(Cl)cc21	-2	2	-2	2	6	10	-2.9	8	5	-12
O=S(=O)(NCc1ccc2c(c1)OCO2)c1cnc[nH]1	5	-2	-5	0	-5	5	-0.8	3	5	-5
CCN(CC(=O)NCc1cccs1)C(=O)c1ccc(S(=O)(=O)Nc2ccccc2Cl)cc1	6	4	0	10	3	-1	1.0	-2	-1	6
COc1cccc(CNC(=O)CSc2cc(=O)n(C)c3ccccc23)c1	3	0	0	0	-3	1	3.3	-4	5	-10
COc1ccc(C(=O)C(=O)N2CCN(C(=O)c3cc(C(F)(F)F)cc(C(F)(F)F)c3)CC2)cc1OC	.	-9	-1	1	-6	-6	0.5	2	0	-10
CCOc1ccc(OCCNC(=O)c2oc3ccccc3c2COC)cc1	-3	-3	-3	-3	8	-19	0.6	-3	-4	-6
COc1cc(/C=N/NC(=O)Cn2ccc(C(F)(F)F)n2)cc(OC)c1OC	-8	6	4	-3	-6	1	-3.4	3	-2	4
O=C(C1=C(O)C(=O)N(CC2CCCO2)C1c1cccnc1)c1ccco1 (stereo unspecified)	-2	-11	-1	0	2	8	2.3	11	7	9
CCCc1cc(NCCCO)n2c(nc3ccccc32)c1C#N	.	-5	1	-1	-5	0	0.5	3	4	-7
Cc1cc(/C=C2\NC(=S)NC2=O)c(C)n1-c1cccnc1	-1	0	-4	6	6	3	-3.8	-7	-2	-6
COc1ccc(C(C)=O)cc1CSc1nc2ccccc2c(=O)n1-c1cccc(C)c1	-10	4	-2	0	39*	-10	-0.6	6	14	-1
CCOC(=O)[C@]12CCCC=C1N(Cc1ccc3c(c1)OCO3)C(=O)[C@H](CC(=O)NCc1cccc(C(F)(F)F)c1)C2	.	6	-3	0	-1	-6	-2.0	-6	0	-9
O=C(COc1ccc(Br)cc1Cl)NC(=O)NC1CCCC1	-18	4	4	0	-6	-3	-0.8	1	5	-11
CO/N=C/C1CCN(c2ncc(C(F)(F)F)cc2Cl)C1=O (stereo unspecified)	-2	-7	0	1	-2	6	-3.2	1	1	0
Cc1c(C#N)c2ccccc2n1CC(=O)N1CCCc2ccccc21	-15	-5	0	6	-5	-4	0.1	-22	-25	16
O=S(=O)(N[C@@H]1C[C@H]2CC[C@@H]1C2)c1cccs1	-2	3	-4	5	-2	-11	2.1	1	-1	11
COc1ccc(/C=N/S(=O)(=O)CCc2ccccc2)c(OC)c1	4	4	-2	-3	-3	-10	0.0	0	6	-5

Structural class, the compounds so far with fluorine (eight)
SMILES	HTRA1 inh	ARFGAP1 inhibitor	SMARCA2 act	rCAG binder	NR1D1 modulator	mABHD4 FP	PG9 binder	NPR1 activator	NPR2 activator	ASAP1 inh
O=S(=O)(c1cccnc1)N1CCn2cccc2C1c1ccccc1F (stereo unspecified)	77*	7	-2	-4	0	3	-1.5	2	2	-12
CN(Cc1ccccc1F)c1ccc(S(=O)(=O)N2CCCC2)cn1	-2	-7	-3	-5	13	-2	0.4	4	4	-9
O=C(c1ccccc1)N1N=C(c2ccc(F)cc2)CC1c1ccc(F)cc1 (stereo unspecified)	2	13	-1	1	-3	-12	-0.5	2	0	2
Cc1sc2nc(COC(=O)c3cccc(OC(F)F)c3)[nH]c(=O)c2c1C	-2	-1	-2	3	7	1	0.1	-2	0	1
COc1ccc(C(=O)C(=O)N2CCN(C(=O)c3cc(C(F)(F)F)cc(C(F)(F)F)c3)CC2)cc1OC	.	-9	-1	1	-6	-6	0.5	2	0	-10
COc1cc(/C=N/NC(=O)Cn2ccc(C(F)(F)F)n2)cc(OC)c1OC	-8	6	4	-3	-6	1	-3.4	3	-2	4
CCOC(=O)[C@]12CCCC=C1N(Cc1ccc3c(c1)OCO3)C(=O)[C@H](CC(=O)NCc1cccc(C(F)(F)F)c1)C2	.	6	-3	0	-1	-6	-2.0	-6	0	-9
CO/N=C/C1CCN(c2ncc(C(F)(F)F)cc2Cl)C1=O (stereo unspecified)	-2	-7	0	1	-2	6	-3.2	1	1	0
